KDM5B inh = blocks human KDM5B histone demethylase activity; Q9UGL1; KDM5B demethylase, FDH-coupled NADH fluorescence (FDH is formaldehyde dehydrogenase); Potency, µM (highest dose often 57.7 µM), for inactives: top-dose activity change, negative = inhibition, actives largely listed as inhibitors; 220,000 compounds, 2.6% hits; active = well fitted inhibition curve with a large enough effect; inconclusive = small, poorly fitted or top-dose-only effect; inactive = no such curve, though single readings can be large or run the other way; also: 0% is about no effect; nearly all actives have a fitted effect of over 70% in size
Target sequence (Q9UGL1 whole entry, looked up): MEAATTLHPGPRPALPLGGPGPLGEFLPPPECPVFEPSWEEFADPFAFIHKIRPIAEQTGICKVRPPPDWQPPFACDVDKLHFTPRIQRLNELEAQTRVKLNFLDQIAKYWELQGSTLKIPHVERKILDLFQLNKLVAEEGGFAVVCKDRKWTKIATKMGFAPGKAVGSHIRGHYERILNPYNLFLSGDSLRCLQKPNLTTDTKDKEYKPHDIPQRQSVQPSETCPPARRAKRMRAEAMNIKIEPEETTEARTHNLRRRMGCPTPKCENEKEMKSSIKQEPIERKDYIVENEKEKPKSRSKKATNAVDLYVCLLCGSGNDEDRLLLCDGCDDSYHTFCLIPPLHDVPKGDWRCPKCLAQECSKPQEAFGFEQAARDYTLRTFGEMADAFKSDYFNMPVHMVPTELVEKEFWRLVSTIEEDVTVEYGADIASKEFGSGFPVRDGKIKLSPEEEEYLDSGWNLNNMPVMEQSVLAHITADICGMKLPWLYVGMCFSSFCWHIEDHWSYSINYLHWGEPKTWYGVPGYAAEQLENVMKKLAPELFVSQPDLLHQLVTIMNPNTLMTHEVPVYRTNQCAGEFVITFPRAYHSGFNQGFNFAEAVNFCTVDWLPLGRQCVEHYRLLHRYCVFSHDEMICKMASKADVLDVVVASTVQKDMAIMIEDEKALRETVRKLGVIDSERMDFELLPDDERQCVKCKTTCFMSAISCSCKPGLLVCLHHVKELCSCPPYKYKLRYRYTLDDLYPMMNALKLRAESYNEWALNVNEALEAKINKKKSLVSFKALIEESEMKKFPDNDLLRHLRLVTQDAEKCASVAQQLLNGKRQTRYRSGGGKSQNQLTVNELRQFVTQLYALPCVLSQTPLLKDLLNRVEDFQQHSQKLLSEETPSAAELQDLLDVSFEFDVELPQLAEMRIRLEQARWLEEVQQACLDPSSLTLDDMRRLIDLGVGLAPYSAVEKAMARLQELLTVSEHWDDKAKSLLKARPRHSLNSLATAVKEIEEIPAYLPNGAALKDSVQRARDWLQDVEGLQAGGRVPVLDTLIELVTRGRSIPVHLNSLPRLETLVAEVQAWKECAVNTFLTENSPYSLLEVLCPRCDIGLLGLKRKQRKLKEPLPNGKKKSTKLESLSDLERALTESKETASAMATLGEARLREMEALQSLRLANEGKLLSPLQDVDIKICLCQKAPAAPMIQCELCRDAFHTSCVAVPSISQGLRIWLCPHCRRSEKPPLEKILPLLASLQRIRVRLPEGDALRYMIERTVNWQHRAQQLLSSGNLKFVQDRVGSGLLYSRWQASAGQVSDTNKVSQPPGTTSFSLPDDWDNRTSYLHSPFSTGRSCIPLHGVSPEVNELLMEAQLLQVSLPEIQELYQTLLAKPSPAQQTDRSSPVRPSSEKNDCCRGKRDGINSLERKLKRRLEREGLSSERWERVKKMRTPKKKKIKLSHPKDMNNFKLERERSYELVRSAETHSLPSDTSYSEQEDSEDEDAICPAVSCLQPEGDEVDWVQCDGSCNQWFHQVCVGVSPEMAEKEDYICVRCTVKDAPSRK
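Measured: NADH fluorescence change, 30 min, RT. System: KDM5BΔAP 200 nM final, H3K4me3 peptide, α-KG, Fe(II), ascorbate, NAD⁺ plus FDH, pH 7.5 HEPES. Compounds: titrated, 10 min pre-incubation with enzyme.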
Starred values were filed as active, the others as inactive; ? = inconclusive; & = joins results of further samples; [ ] = dose if it differs, or a comment. Potency is read from the fitted curve at half-maximal effect. These rows are one share of the data. The share of hits here may be higher or lower than overall.

KDM5B inh	SMILES
-2%	CNC(=O)CNC(=O)Cc1n[nH]c(=O)c2ccccc12
?	COc1ccc(C2=Nc3ccc(OC(F)(F)F)cc3NC(c3cccnc3)=N2)cc1
-8%	O=C(NCc1ccccc1C(F)(F)F)c1cc2c(s1)CCN(C(=O)c1ccccc1)C2
?	COc1ccc(OCC(=O)Nc2ccc3c(=O)c4cccc(F)c4oc3c2)cc1
14%	CCc1nnc(NC(=O)Cc2coc3cc4c(cc23)CCC4)s1
19%	CS(=O)(=O)N1CCCN(C(=O)NC2CCCCC2)CCNC(=O)CC1c1ccccc1 (stereo not drawn)
?	Cn1cc(CN[C@H]2C[C@H]3C(=O)NC[C@@H](CCC(=O)N4CCc5ccccc54)N3C2)c2ccccc21
12%	CCCCc1nn2cc(-c3ccc(F)cc3)nc2s1
30%[activator]	NC(=NC(=O)c1ccc(OC(F)(F)F)cc1)c1ccc(C(F)(F)F)cn1
-12%	COc1ccccc1C(=O)N1[C@@H]2CC[C@H]1CC(NC(=O)c1ccncc1)C2 (stereo partly drawn)
-17%	CN1CCC(NC(=O)c2cccc3c2CCN3C(=O)C2CC2)CC1
12%[86.2 µM]	CC(C)(C)CN[C@H]1C[C@@H](Cc2cc(CN3CCOCC3)on2)C1(C)C
?	COc1cccc(NC(=O)c2csc3c2CCCCC3)c1
-11%	Fc1ccc(-c2noc(-c3nnn4c3COC(c3ccc(Cl)cc3)C4)n2)cc1 (stereo not drawn)
-9%	CN(CC(=O)Nc1cccc(F)c1)Cc1ncc(-c2ccccc2)o1
-2%	COc1cccc(C2c3[nH]c4ccccc4c3C[C@H]3C(=O)N(C4CC4)CC(=O)N23)c1 (stereo partly drawn)
0%	COc1ccc(CC2CCOC3(CCNCC3)C2)cc1 (stereo not drawn)
?	COc1ccc2c(C)c(CCC(=O)NCCCO)c(=O)oc2c1C
-1%	O=C(c1ccc(-c2ccccc2)c(F)c1)C1CCCN(C(=O)c2cncs2)C1 (stereo not drawn)
10%	O=C(COc1ccccc1)N1CC(F)(F)C[C@H]1c1nnc(C2CC2)o1
-10%	COc1cc(/C=C(/C#N)C(=O)C(C)C)cc(Br)c1O
-23%	Cc1cc2nn(-c3ccc(F)cc3)nc2cc1NC(=O)c1ccc(OC(C)C)cc1
6%	Cc1ccc(N2CCN(Cc3nnc(-c4ccc5c(c4)OCO5)o3)CC2)c(C)c1
-18%	Cc1ccc(NC(=O)Cn2c(C)cc(C)c(C#N)c2=O)cc1F
30%[115 µM]	N#Cc1cccc(CN2C3CCC2CN(C(=O)Nc2ccccc2F)C3)c1

By substructure: the compounds so far with four or more nitrogen atoms.
KDM5B inh	SMILES
-2%	CNC(=O)CNC(=O)Cc1n[nH]c(=O)c2ccccc12
?	COc1ccc(C2=Nc3ccc(OC(F)(F)F)cc3NC(c3cccnc3)=N2)cc1
19%	CS(=O)(=O)N1CCCN(C(=O)NC2CCCCC2)CCNC(=O)CC1c1ccccc1 (stereo not drawn)
?	Cn1cc(CN[C@H]2C[C@H]3C(=O)NC[C@@H](CCC(=O)N4CCc5ccccc54)N3C2)c2ccccc21
-11%	Fc1ccc(-c2noc(-c3nnn4c3COC(c3ccc(Cl)cc3)C4)n2)cc1 (stereo not drawn)
-23%	Cc1cc2nn(-c3ccc(F)cc3)nc2cc1NC(=O)c1ccc(OC(C)C)cc1
6%	Cc1ccc(N2CCN(Cc3nnc(-c4ccc5c(c4)OCO5)o3)CC2)c(C)c1
30%[115 µM]	N#Cc1cccc(CN2C3CCC2CN(C(=O)Nc2ccccc2F)C3)c1

Later entries.
KDM5B inh	SMILES
-11%	COc1ccc(C2=NN(C(=O)c3ccccc3)C(c3ccccc3)C2)cc1 (stereo not drawn)
15%	O=C(Nc1ccccc1F)N1CCc2nnc(C3CC3)n2CC1
?	CCC1Oc2ccc(NC(=O)c3c(F)cccc3F)cc2CN(Cc2ccc3c(c2)OCO3)C1=O (stereo not drawn)
?	Cc1ccc(NC(=O)c2ccc(CNS(=O)(=O)c3ccc4c(c3)C(C)(C)C(=O)N4C)cc2)cc1F
15%	O=C1NC2(CCCCC2)N(C(=O)c2ccc(Cl)cc2)C2=C1CCCC2
15%	COc1ccc(NC(=O)CN(c2ccc(C)cc2)S(=O)(=O)c2cccs2)cc1
14%	O=C1CCC(C(=O)OCc2cccc(Cl)c2)=NN1
4%	COc1ccc(CCNC(=O)C(C)OC(=O)c2cccs2)cc1OC (stereo not drawn)
?	COc1ccc(-n2c(=O)c3ccc(C(=O)NCc4ccc(C)cc4)cc3n(CC(=O)Nc3cccc(F)c3)c2=O)cc1
12%	COc1ccc(NC(=O)c2nnn(CC(=O)Nc3c(C)cc(C)cc3C)c2N)cc1OC
5%	O=C(CC(=O)c1ccc(F)cc1)c1ccc(F)cc1
?	COc1cccc2cc(C(=O)NCc3ccc(Cl)cc3)c(=N)oc12
?	CCOc1ccc(CNC(=O)c2cccc(NC(=O)N3CCSc4ncccc43)c2)cc1OC
4%	COCCOc1ccc(C(=O)/C=C/c2ccc(OC)c(O)c2)cc1
-3%	CN(Cc1ccccc1)C(=O)C1CC(=O)N(c2n[nH]c3cc(Br)ccc23)C1 (stereo not drawn)
41%	Cc1cc(C)n(Cc2cccc(C(=O)N3CCCC(c4ncc[nH]4)C3)c2)n1 (stereo not drawn)
-13%	Cc1ccc(CNC(=O)Cn2cc(S(=O)(=O)Cc3cccc(Cl)c3)c3ccccc32)cc1
-13%	COc1ccccc1NC(=O)c1sc2nc3c(c(C(F)(F)F)c2c1N)CN(C(C)=O)CC3
14%	Cc1ccc(C)c(Cn2c(C(C)NC(=O)c3ccco3)nc3ccccc32)c1 (stereo not drawn)
1%	CCOc1ccccc1CNS(=O)(=O)c1cc2c(cc1C)NC(=O)CO2
?	Cn1nccc1OCc1cn2c(=O)n(C)cc(-c3cccc(C(F)(F)F)c3)c2n1
-38%&-12%	CCc1ccc2[nH]c(C)c(CN3CCCCCC3)c(=O)c2c1
-7%[86.2 µM]	Cc1ccc(N2C(=S)N[C@H]3[C@@H](O)[C@H](O)C[C@@H](C(=O)N4CCCCC4)[C@H]32)cc1
22%	CC(C)C(=O)N1CCC2(CC1)N(C)C(=O)CS2(=O)=O
-27%	COc1ccc(S(=O)(=O)N2CC(Oc3ccccc3-c3noc(C)n3)C2)cc1
-6%	CCc1ccc(OCC(=O)N(Cc2ccc(C(C)C)cc2)C2CCS(=O)(=O)C2)cc1 (stereo not drawn)
11%	Cc1cc(F)ccc1NC(=O)CCC1CCCN(C(=O)c2ccc(Cl)s2)C1 (stereo not drawn)
14%	Cc1cc(C)c2c(=O)cc(CSc3nnc(-c4cccc(F)c4)n3C)[nH]c2c1
-13%	CCOC(=O)C1(Cc2ccc(F)cc2F)CCCN(Cc2cccc(OC)c2O)C1 (stereo not drawn)
17%	COc1nc(C(=O)N(C)CC(=O)NC(C)(C)C)cc2ccccc12
13%	CC(=O)Nc1nonc1-c1nnc(SCC(=O)Nc2cc(C)ccc2C)n1-c1ccccc1
-12%	COc1ccccc1NC(=O)Cn1nc(-c2ccc(C)cc2)c2c(c1=O)CCCC2
-1%	CC(=O)c1ccc(SCC(=O)O)c(F)c1
1%	CCOC(=O)CNC(=O)CSc1cn(CC(=O)N2CCCCC2)c2ccccc12
2%	CCCCC(=O)N1CCN(CCNc2cc(=O)oc3ccccc23)CC1
-5%	Cc1ccc(Oc2nc3c(c(=O)n(C)c(=O)n3C)n2Cc2ccc(F)cc2)cc1C
-10%	CCN(CC(=O)NCc1cccs1)C(=O)CCCOc1ccccc1
12%	Cc1oc(-c2ccccc2)nc1CN(CC(N)=O)C(C)C
-25%	Cc1nnc(NC(=O)c2cc(=O)c3ccc(C)c(C)c3o2)s1
?	CCc1ccccc1NC(=O)Cn1c2ncccc2c(=O)n1-c1ccccc1
-11%	O=C(NCCc1c[nH]c2ccc(Cl)cc12)c1cccc(Cl)c1
5%	COC(=O)c1ccccc1NC(=O)N1CCN(c2ccc(=O)n(-c3ccc(C)cc3)n2)CC1
22%	Cc1ccccc1CN(C)CC(=O)NC(=O)NCC(F)(F)F
-2%	COc1ccccc1N1CCN(C(=O)c2noc3c2CCc2sccc2-3)CC1
25µM*	COc1cc(OC)cc(-c2nc3ccc(-c4ccc(OC)c(OC)c4OC)cc3o2)c1
-27%	O=C(NC1CCCN(c2cc(-c3ccc(F)cc3)[nH]n2)C1)c1ccoc1 (stereo not drawn)
-7%[86.2 µM]	CC(=O)Nc1ccc(CN2CCOC[C@H]2c2ncc(-c3ccc(Cl)cc3)[nH]2)cc1
-7%	Cc1cc(NC(=O)N(C)CC2CCOC2)ccc1Br (stereo not drawn)
?	COc1ccccc1CCC(=O)N1CCC[C@H]1c1nc(-c2ccc(OC)c(OC)c2)no1
-13%	O=C(NCCc1c[nH]c2ccccc12)c1cnccn1

Some of these compounds in order of their number in KDM5B inh, high to low:
Compound,KDM5B inh
Cc1ccccc1CN(C)CC(=O)NC(=O)NCC(F)(F)F,22%
CC(=O)Nc1nonc1-c1nnc(SCC(=O)Nc2cc(C)ccc2C)n1-c1ccccc1,13%
CCOC(=O)C1(Cc2ccc(F)cc2F)CCCN(Cc2cccc(OC)c2O)C1 (stereo not drawn),-13%

Remaining list, next part:
KDM5B inh	SMILES
-11%	CCCCOc1ccc(C(=O)NCCS(=O)(=O)N2CCN(c3ccccc3OC)CC2)cc1
0%	CCCCn1c(=O)[nH]c(=O)c2c1nc(CCC(=O)NC1CCCCCC1)n2CC(C)C
-60%	COCCNC(=O)CSc1nc2ccccc2nc1Cc1ccc(C)cc1
-16%	CCC(=O)N1c2ccccc2CC1C(=O)NCCCN1CCN(c2cc(C)ccc2C)CC1 (stereo not drawn)
-30%[86.2 µM]	COc1ccc(-c2cc(-c3ccncc3)c3cncn3c2)cc1OC
12%	COc1ccc(OCc2cc(C(=O)NCCc3nc(C)c(C)s3)no2)c(Cl)c1
-29%	O=C(NC[C@H]1O[C@@H](CO)[C@@H](O)[C@H]1N1CCN(c2ccccn2)CC1)Nc1ccccc1
7%	Cc1ccc(-c2nc3nc(CN4CCCC4)cc(=O)n3[nH]2)cc1
14µM*	Cn1ccc2c(C(=O)NCCC(N)=O)nc(-c3cccc(C(F)(F)F)c3)cc21
-20%	O=C(NCc1ccc(F)cc1)Nc1cccc(-c2ccc(N3CCOCC3)nn2)c1
-18%	CC1Oc2ccc(NC(=O)C3CC3)cc2CN(CCc2ccc(F)cc2)C1=O (stereo not drawn)
-10%[86.2 µM]	O=C1COCC2(CN1Cc1ccccc1)CN(c1ccccc1)C2
?	Cn1nccc1C(O)c1cc2n(n1)CCN(c1ncc(Cl)cn1)C2 (stereo not drawn)
-5%	CC(C)c1nc2c(c(-c3ccc(O)cc3)n1)CCN(C(=O)c1ccccc1Cl)CC2
?	CCOc1ccccc1C1NC(=O)N(CC(=O)Nc2cccc(Cl)c2)C2=C1C(=O)OC2 (stereo not drawn)
15%[86.2 µM]	O=C(c1cccnc1)N1CCOCC2(C1)CN([S+](=O)([O-])c1ccccc1)C2
18%	O=C(NCCc1ccccc1)c1cc2ccccc2[nH]1
-16%	CCN1C(=O)CCC2(C(=O)NCCN3CCOCC3)CCCC=C12 (stereo not drawn)
-4%	COc1ccc(Cl)cc1NC(=O)CCn1cnc2c1c(=O)n(C)c(=O)n2C
9%	O=C(c1ccn(COc2cccc(Cl)c2)n1)N1CCN(Cc2ccccc2F)CC1
?	CC(Oc1ccc2ccc(=O)oc2c1)C(=O)N1CCCCCC1 (stereo not drawn)
14%	O/N=C/c1ccccc1I
?	COc1ccc(-c2nc3c(C)cccc3cc2CN(C)Cc2ncc[nH]2)cc1OC
1%	O=C(Nc1c(O)c2ccccc2oc1=O)c1cccc(F)c1
32%	CCOCC(=O)N1CCC(N2C[C@H](O)C[C@H]2C(=O)NCc2cccc(OC)c2)CC1

At a glance, some entries already given:
KDM5B inh	SMILES
-11%	CCCCOc1ccc(C(=O)NCCS(=O)(=O)N2CCN(c3ccccc3OC)CC2)cc1
0%	CCCCn1c(=O)[nH]c(=O)c2c1nc(CCC(=O)NC1CCCCCC1)n2CC(C)C

Next structures:
KDM5B inh	SMILES
7%	CC(=O)c1cccc(NC(=O)C(C)N2CCN(C(=O)c3cccs3)CC2)c1 (stereo not drawn)
17%	CN(C)C[C@H]1C[C@@H](CO)CN(C(=O)CCc2ccncc2)C1
?	CSc1ccc(CCNC(=O)CCc2c(C)nc3ncnn3c2C)cc1
13%	O=C(CCc1c[nH]c2ccccc12)Nc1cccc(-c2nnc3n2CCCC3)c1
-4%	O=C(CSc1nnc(-c2ccc(S(=O)(=O)N3CCCCCC3)cc2)o1)c1ccc(Cl)cc1
-8%	Cc1ccc(-c2cn3c(n2)N(C(=O)c2nc4ncccn4n2)CCC3)cc1
-14%	Cc1ccn2c(NC(=O)c3cccc(Cl)c3)c(-c3ccccc3)nc2c1
21%&-21%	CCN(CC)S(=O)(=O)c1ccc(OC)c(NC(=O)CC2CCCC2)c1
-1%[86.2 µM]	O=C1[C@@H]2C[C@@H](CN2C2CCC2)Oc2ccccc2N1Cc1ccc(OC(F)(F)F)cc1
9%	COC[C@@H]1CN(Cc2cc(Cl)ccc2F)C[C@H]1C(N)=O
14%	Cc1ccc(C(=O)N2CCCn3cc(-c4ccccc4F)nc32)cn1
?	O=C(Cn1ncn2nc(-c3cccs3)cc2c1=O)NCc1cccc(Br)c1
-10%	O=C(Nc1ccc([C@@H](O)[C@H]2COCC(=O)N2Cc2ccccc2F)cc1)c1cccc(F)c1
-12%[86.2 µM]	COCCNC(=O)C[C@@H]1C[C@H]2O[C@H](CNCc3ccncc3F)[C@@H](O)[C@H]2O1
-14%	Cc1ccc2nc(/C(C#N)=C/c3ccc(-c4ccc(Cl)cc4)o3)[nH]c2c1
?	CN1CCCN(S(=O)(=O)c2cccs2)c2ccccc21
5%	Cc1ccc(S(=O)(=O)c2[nH]c(-c3ccccc3)nc2SCC(=O)NC(C)(C)C)cc1
?	COc1ccc(-c2nc3scc(CCNC(=O)c4cccc(Br)c4)n3n2)cc1

Bioassay records from PubChem.
